# Source: PubChem BioAssay (National Center for Advancing Translational Sciences (NCATS))
# IP6K1 inh = Primary qHTS assay for small molecule inhibitors of Inositol hexaphosphate kinase 1 (IP6K1) | IP6K1 kinase, ADP-Glo luminescence, 2 h; hits give low values | 140,000 tested, 0.81% active | activity change, % (series mostly up to about 58 µM) | Inositol hexakisphosphate kinase 1 (Homo sapiens), Q92551; in the data active means activity change below about -25%
# Target sequence (Q92551 whole entry, looked up): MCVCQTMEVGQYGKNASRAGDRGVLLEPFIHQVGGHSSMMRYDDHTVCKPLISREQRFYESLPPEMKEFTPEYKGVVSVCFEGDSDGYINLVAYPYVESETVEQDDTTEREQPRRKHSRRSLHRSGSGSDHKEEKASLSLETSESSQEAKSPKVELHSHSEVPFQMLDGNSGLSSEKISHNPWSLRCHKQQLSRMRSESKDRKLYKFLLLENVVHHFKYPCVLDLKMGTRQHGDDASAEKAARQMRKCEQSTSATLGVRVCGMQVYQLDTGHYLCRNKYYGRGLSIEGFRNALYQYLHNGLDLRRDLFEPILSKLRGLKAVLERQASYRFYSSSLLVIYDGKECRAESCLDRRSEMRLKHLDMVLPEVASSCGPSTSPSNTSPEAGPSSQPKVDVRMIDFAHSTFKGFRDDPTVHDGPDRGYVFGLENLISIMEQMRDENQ
#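 ADP-Glo luminescence measures ADP made by human IP6K1 during a 2 h RT reaction with ATP/IP6 (mix at 1.3 mM/130 uM); top library doses 57.5 and 19.1 uM final.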
# NIH3T3 tox = Cytotoxic Profiling in NIH 3T3 Cell Line of Diverse Libraries Using Quantitative High-Throughput Screening | NIH 3T3 viability, CellTiter-Glo ATP luminescence, 48-72 h | Potency, µM (top dose mostly 96.7 µM), for the others: at the top dose activity change, negative = cytotoxicity, most hits filed as inhibitors | 94,000 tested, 4.3% active | AID 1345082, 2018; further: potency means the concentration at half of the fitted maximal effect; nearly all actives have a fitted effect of over 55% in size
#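 Viability of NIH 3T3 cells after 48 or 72 hr compound treatment at 37 °C was assessed by CellTiter-Glo, with luminescence imaged following a 10 min room-temperature step.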
# SNCA viab count = GF-AFC viability counterscreen for inhibitors of alpha-synuclein gene (SNCA) expression | Potency, µM (titrated, usually from 57.1 µM), without a hit: top-dose activity change, negative = cytotoxicity, actives largely listed as cytotoxic | AID 1671193, 2021 | 150,000 tested, 0.12% active | HEK-293-SNCA-luc viability, GF-AFC fluorescence, 24 h;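 further: potency means the concentration at half of the fitted maximal effect; 0% = DMSO-treated cells and -100% = medium-only wells without cells; nearly all actives have a fitted effect of over 30% in size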
#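 Cytotoxicity counterscreen: after 24 h compound treatment of genome-edited SNCA-luciferase HEK-293 cells, live-cell protease substrate GF-AFC read by fluorescence after 30 min; activity scaled between DMSO (0%) and medium-only (-100%), curves Hill-fitted.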
# SNCA expr inhib = Primary qHTS assay for inhibitors of alpha-synuclein gene (SNCA) expression | HEK-293 SNCA-luciferase knock-in, luminescence, 24 h | Potency, µM (highest dose often 57.2 µM), without a hit: at the highest dose activity change, negative = inhibition, hits mostly inhibitors | 140,000 tested, 0.17% active | AID 1671194, 2021;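 further: potency means the concentration at half of the fitted maximal effect; plate controls were DMSO cells for no effect and cell-free wells for full effect; nearly all actives have a fitted effect of over 45% in size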
# FLuc inh = Firefly luciferase inhibition profiling of diverse chemical library using quantitative high-throughput screening; Potency, µM (doses to about 115 µM), for inactives: at the highest dose activity change, negative = inhibition, actives largely listed as inhibitors; 76,000 tested, 2.5% active; purified P. pyralis luciferase, luminescence, biochemical; Luciferin 4-monooxygenase (Photinus pyralis), P08659; further: potency means the concentration at half of the fitted maximal effect; nearly all actives have a fitted effect of over 65% in size
#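 Purified 10nM P. pyralis luciferase with 10uM D-luciferin and 10uM ATP in 50mM Tris acetate pH 7.5, 10mM Mg acetate, 0.01% Tween-20, 0.05% BSA. qHTS titration; luminescence read by CCD imager.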
# HEK cytotox = Cytotoxic Profiling in HEK 293 Cell Line of Diverse Libraries Using Quantitative High-Throughput Screening | HEK 293 viability, ATP luminescence (CellTiter-Glo), 48-72 h | Potency, µM (series often up to 115 µM), inactives show at the highest dose activity change, negative = cytotoxicity, actives largely listed as inhibitors | 94,000 tested, 6.6% active | AID 1345083, 2018; further: potency means the concentration at half of the fitted maximal effect; nearly all actives have a fitted effect of over 60% in size
#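 qHTS cytotoxicity; HEK 293, 250 cells/well; compound pinned; 48 or 72 hr, 37 degree Celsius, 5% CO2, 95% humidity; CellTiter-Glo, 10 min RT; luminescence (ATP).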
# GPT2 inh = Primary qHTS assay for inhibitors of Glutamate pyruvate transaminase 2 (GPT2); Alanine aminotransferase 2 (Homo sapiens), Q8TD30; Recombinant GPT2, coupled pyruvate oxidase/HRP Amplex Red fluorescence; Potency, µM (highest dose often 57.7 µM), inactives show at the highest dose activity change, negative = inhibition, hits mostly inhibitors; AID 1671188, 2021; 100,000 tested, 0.25% active; further: potency means the concentration at half of the fitted maximal effect; nearly all actives have a fitted effect of over 60% in size; many of its hits are not listed in these tables
# Target sequence (Q8TD30 whole entry, looked up): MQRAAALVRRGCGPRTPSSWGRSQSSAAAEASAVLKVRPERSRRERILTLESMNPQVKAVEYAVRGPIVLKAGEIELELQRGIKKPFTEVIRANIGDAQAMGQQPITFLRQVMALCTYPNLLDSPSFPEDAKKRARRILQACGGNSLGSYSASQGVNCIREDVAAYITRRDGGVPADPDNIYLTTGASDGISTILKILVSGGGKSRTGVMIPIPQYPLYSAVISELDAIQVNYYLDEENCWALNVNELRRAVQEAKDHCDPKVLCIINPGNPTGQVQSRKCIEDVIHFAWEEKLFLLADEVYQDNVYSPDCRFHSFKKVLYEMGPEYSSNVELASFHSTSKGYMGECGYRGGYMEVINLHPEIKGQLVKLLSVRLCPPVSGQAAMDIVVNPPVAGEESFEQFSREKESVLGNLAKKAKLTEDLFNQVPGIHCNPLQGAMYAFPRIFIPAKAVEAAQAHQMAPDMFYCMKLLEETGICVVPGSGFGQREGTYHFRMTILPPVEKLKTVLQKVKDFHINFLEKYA
#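 Fluorescence of coupled pyruvate oxidase/HRP/Amplex Red system (50uM Amplex, 30 min, dark) reports pyruvate formed by GPT2. Enzyme reaction: 10ng/uL GPT2, 2mM L-alanine, 250uM a-KG, 30 min room temperature, pH 7.5; 50uM AOA control.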
# * = called active by the depositor; i = inactive; ? = inconclusive; . = no result given; [ ] = remark or other dose. Unless noted, the call rests on the fitted dose curve; in most records, active means well fitted curve in the direction sought with a large enough effect; inconclusive means small, poorly fitted or top-dose-only effect, or another doubt; inactive means no such curve, though single readings can be large; an effect the other way counts as inactive or inconclusive. Unless noted, on the % scale 0 is the no-effect control and ±100 the full control effect. An excerpt. The share of hits here may be higher or lower than overall.
SMILES,IP6K1 inh,NIH3T3 tox,SNCA viab count,SNCA expr inhib,FLuc inh,HEK cytotox,GPT2 inh
CCOc1ccc(C2CC(=O)c3c([nH]c(C(=O)OCc4ccccc4)c3C)C2)cc1 (stereo not given),-12,.,3%,10%,.,.,.
CC(C)(C)OC(=O)N1CC(NCc2cccc(-c3cccs3)c2)C1,-1,-28%,-2%,-19%,.,?,i
CCC(=O)N1CCCCCCn2c(nnc2-c2ccc(F)cc2)CC1,9,-25%,-9%,2%,-2%,-12%,1%
Cc1cccc2sc(N3CCN(C(=O)c4ccco4)CC3)nc12,19,.,9%,125%[activator],.,.,.
CN(C)C(=O)N(C)Cc1cccc(N2CCN([S+](=O)([O-])c3c(Cl)cccc3Cl)CC2)c1F,6,?,.,.,.,?,.
COC(=O)N1CCC(C(=O)N2CCCC(c3nc4ccncc4[nH]3)C2)CC1 (stereo not given),9,1%,1%,23%,.,2%,-2%
O=C(NCc1cccc(C(F)(F)F)c1)c1ccc2nnc(-c3cc(C(F)(F)F)cc(C(F)(F)F)c3)n2c1,-7,20µM*,?,?,.,14µM*,-11%
Cc1nc(CN2C(=O)OC3(CCN(Cc4ccccc4F)CC3)C2(C)c2ccccc2)cs1 (stereo not given),-11,-22%,-13%,-13%,2%,?,-11%
Cc1c(-c2ccccc2)n(-c2ccc(Cl)cc2)c2nc3c(c(=O)n(C)c(=O)n3C)n12,6,.,-9%,-2%,.,.,.
O=C1CCCCC(C(=O)N2CCc3ccccc3C2)N1 (stereo not given),22,i,-7%,9%,5%,?,i
COc1ccc(NC(=O)O[C@@H]2CC[C@]3(C)C(CC[C@H]4OC(=O)C[C@H]43)[C@]2(C)CO)cc1 (stereo not given in full),-20,-26%[174 µM],-12%[87.6 µM],21%[87.6 µM],-8%[172 µM],?,1%[88.5 µM]
CCc1nc2c(c(-c3ccc(O)cc3)n1)CN(Cc1cccn1C)CC2,22,?,3%[87.6 µM],-13%[87.6 µM],.,?,i
O=C(C1CCN(c2nccc(Nc3ccccc3Cl)n2)CC1)N1CCCCC1,18,?,-16%[12.5 µM],27%,.,?,-7%
Cc1cc(C)cc(C(=O)NCC(c2ccc(N(C)C)cc2)N2CCCC2)c1 (stereo not given),-3,.,-7%,?,.,.,.
CCOC(=O)C1(Cc2ccc(F)cc2F)CCCN(C(=O)c2cccnc2SC)C1 (stereo not given),-1,?,-9%,?,-3%,?,?
COc1ccc(C(=O)N2CCCN(c3nnc4ccc(Cl)cn34)CC2)cn1,13,-3%,-12%,22%,-9%,i,i
CC(C)(C)C(=O)OCOC(=O)C1N2C(=O)CC2S(=O)(=O)C1(C)C (stereo not given),-3,.,-7%[23.9 µM],-60%[25.6 µM],.,.,5%
COc1cccc(N2CCN(C(=O)CCC[C@@H]3[C@H]4CCCN5CCC[C@@H](CN3C)[C@@H]45)CC2)c1,13,-23%,16%,2%,10%,?,1%
COc1ccc(Cn2c(=O)c(C(=O)NCC(F)F)nc3cccnc32)cc1,5,-4%,-9%,12%,.,i,i
Cn1c(Cn2cccn2)nnc1C1CCCN(C(=O)CCn2cnnn2)C1 (stereo not given),7,i,?,44%[activator],-5%,i,3%
Cn1cnc(S(=O)(=O)N2CCC3(CC2)N(Cc2cccc(F)c2)C(=O)CS3=O)c1 (stereo not given),15,-12%,0%,-16%,10%,-11%,i
FC(F)(F)c1ccc(CN2CCn3c(nnc3-c3ccc(Cl)cc3)C2)cc1,8,-8%,-5%,2%,.,-15%,i
CCS(=O)(=O)N1CCC2(CC1)CC(N1CCN(C(C)C)CC1)CCO2 (stereo not given),-13,-6%,-3%,21%,3%,-2%,-6%
O=C(CCCc1ccccc1)Nc1ccc(-c2nnc3n2CCCC3)cc1,28,-13%,6%,26%,11%,-2%,i
COCc1noc(CCNC(=O)c2cc(-c3ccccc3)on2)n1,0,?,3%,3%,-9%,-1%,-9%

# Part of the list above, as tab-separated lines.
canonical_smiles	IP6K1 inh	NIH3T3 tox	SNCA viab count	SNCA expr inhib	FLuc inh	HEK cytotox	GPT2 inh
O=C1CCCCC(C(=O)N2CCc3ccccc3C2)N1 (stereo not given)	22	i	-7%	9%	5%	?	i
COc1ccc(NC(=O)O[C@@H]2CC[C@]3(C)C(CC[C@H]4OC(=O)C[C@H]43)[C@]2(C)CO)cc1 (stereo not given in full)	-20	-26%[174 µM]	-12%[87.6 µM]	21%[87.6 µM]	-8%[172 µM]	?	1%[88.5 µM]
CCc1nc2c(c(-c3ccc(O)cc3)n1)CN(Cc1cccn1C)CC2	22	?	3%[87.6 µM]	-13%[87.6 µM]	.	?	i
O=C(C1CCN(c2nccc(Nc3ccccc3Cl)n2)CC1)N1CCCCC1	18	?	-16%[12.5 µM]	27%	.	?	-7%
Cc1cc(C)cc(C(=O)NCC(c2ccc(N(C)C)cc2)N2CCCC2)c1 (stereo not given)	-3	.	-7%	?	.	.	.
CCOC(=O)C1(Cc2ccc(F)cc2F)CCCN(C(=O)c2cccnc2SC)C1 (stereo not given)	-1	?	-9%	?	-3%	?	?
COc1ccc(C(=O)N2CCCN(c3nnc4ccc(Cl)cn34)CC2)cn1	13	-3%	-12%	22%	-9%	i	i
CC(C)(C)C(=O)OCOC(=O)C1N2C(=O)CC2S(=O)(=O)C1(C)C (stereo not given)	-3	.	-7%[23.9 µM]	-60%[25.6 µM]	.	.	5%
COc1cccc(N2CCN(C(=O)CCC[C@@H]3[C@H]4CCCN5CCC[C@@H](CN3C)[C@@H]45)CC2)c1	13	-23%	16%	2%	10%	?	1%
COc1ccc(Cn2c(=O)c(C(=O)NCC(F)F)nc3cccnc32)cc1	5	-4%	-9%	12%	.	i	i
Cn1c(Cn2cccn2)nnc1C1CCCN(C(=O)CCn2cnnn2)C1 (stereo not given)	7	i	?	44%[activator]	-5%	i	3%
Cn1cnc(S(=O)(=O)N2CCC3(CC2)N(Cc2cccc(F)c2)C(=O)CS3=O)c1 (stereo not given)	15	-12%	0%	-16%	10%	-11%	i

# Remaining list, next part:
SMILES,IP6K1 inh,NIH3T3 tox,SNCA viab count,SNCA expr inhib,FLuc inh,HEK cytotox,GPT2 inh
Cc1ccccc1-c1nnc(SCC(=O)N(C)c2ccccc2)o1,-6,.,6%,97%[activator],.,.,.
COc1ccc(Nc2cc(C(=O)NCCCN(C)Cc3ccccc3)c3ccccc3n2)cc1OC,-9,.,-24%,25%,.,.,.
CNC(=O)c1cc(C2CC2)nc2c1c(C1CCN(C(=O)c3cccc(Cl)c3)C1)nn2C (stereo not given),15,?,.,.,.,?,.
COc1ncccc1-c1cnc2[nH]cc(CC(=O)Nc3ccccc3C)c2c1,-7,?,-13%[87.6 µM],19%[87.6 µM],6%[172 µM],?,?
CC(C)CCNC(=O)N1CCCC(c2noc(COc3ccccc3F)n2)C1 (stereo not given),1,?,-6%,-4%,-16%,?,i
O=C(CN1CC2CC(C1)[C@H]1CCCC(=O)N1C2)NCc1ccc(N2CCOCC2)cc1 (stereo not given in full),27,-6%,29%,33%[activator],-16%,-6%,i
COc1ccc(CNC(=O)c2cc(-c3ccc(Cl)cc3)n[nH]2)cc1,-5,.,-7%,22%,.,.,.
Cc1ccc2nc(-c3ccco3)c(Nc3ccc4c(c3)OCCO4)n2c1,-28*,.,-12%,60%[activator],.,.,.
CCOc1cc(C(=O)NCCc2csc3nc(-c4ccccc4F)nn23)cc(OCC)c1OCC,3,.,-19%,9%,.,.,.
C[Se]CCC(N)C(=O)O (stereo not given),.,.,-25%[87.6 µM],0%[87.6 µM],.,.,i
Cc1cc(F)ccc1Nc1ncncc1-c1nc(-c2ccccc2)no1,-13,-6%,-9%,?,24%,0%,3%
CN1[C@@H](CCC(=O)N2CCC(O)CC2)CNC(=O)[C@@H]2[C@H]1CCN2Cc1nc2ccccc2n1C,-7,-22%,8%,-31%,-9%,-12%,i
COc1ccccc1-n1nc(CC(N)=O)nc1Cn1cnc2ccccc21,5,-20%,3%,1%,0%,3%,0%
O=C(NC1CCN(c2cc(-c3ccc(Cl)cc3)[nH]n2)C1)c1c[nH]c2ccccc12 (stereo not given),9,40µM*,-15%,-39%,-19%,?,?
CCC(CC)C(=O)Nc1ccc2nc(SCC(=O)N3c4ccccc4CC3C)sc2c1 (stereo not given),9,.,-2%,-9%,.,.,.
Fc1cccc(-n2ncc3c2ncn2nc(COc4ccc(Cl)cc4)nc32)c1,20,.,15%,2%,.,.,.
O=C(C1CCCC1)N1CC2(CCN(C3COC3)C2)Cc2ccccc21 (stereo not given),1,-14%,0%,-11%,.,-26%,i
COc1ccc2cc3cc(C(=O)N4CCN(c5cccc(Cl)c5)CC4)sc3nc2c1,21,.,10%,4%,.,.,.
CC(C)N1C[C@H](O)C[C@H]1c1nnc2n1CCN(C(=O)COc1ccc(F)cc1)C2,-10,?,-9%[12.5 µM],5%,-9%,-19%,4%
CCOc1ccc(-c2nc(C3CC(=O)N(c4ccc(F)c(Cl)c4)C3)no2)cc1 (stereo not given),-14,-2%,4%,?,9%,7%,i
O=C(NCCC1=CCCCC1)c1ccc2c(c1)N(Cc1ccccc1)C(=O)c1ccccc1S2=O (stereo not given),-7,.,-1%,-15%,.,.,.
COC(=O)NCc1c(C)nn(-c2ccccc2)c1-n1cccc1,9,.,-4%,36%[activator],.,.,.
CCCCCNC(=O)c1ccccc1-c1ccc(OC)nn1,2,-18%[138 µM],.,.,.,-16%[172 µM],.
CCCCN(C(=O)C1CCC(CNS(=O)(=O)c2cccc3nsnc23)CC1)c1ccccc1 (stereo not given),7,.,-5%,-6%,.,.,.
COc1ccc(CNC(=O)Nc2cccc(-c3ccc(N4CCCCC4)nn3)c2)cc1,-24,?,-6%,-63%,0.25µM*,?,i
C#CCNC(=O)[C@@H]1Cc2cn(CC3CC3)c3cccc(c23)[C@H](CC(C)C)N1,11,45µM*,-13%[87.6 µM],2%[87.6 µM],-18%[172 µM],71µM*,0%[88.5 µM]
O=C1NCN(Cc2ccc(Cl)cc2)C12CCN([S+](=O)([O-])c1cccs1)CC2,-11,-6%,-10%,1%,9%,i,i
COc1cccc(-c2cc(C3CCN(C(=O)Nc4cccc(F)c4)CC3)[nH]n2)c1,2,?,-6%,?,-3%,?,i
